Growth percent in the NCI-60 one-dose screen (48 h, 10 µM unless noted): 100 = growth as untreated, 0 = no growth, -100 = all killed.
M14: M14 melanoma | actives 6.2% (n = 80,000) | AID 1794745
MALME-3M: MALME-3M melanoma; actives 5.8% (n = 78,000)
UACC-62: UACC-62 melanoma; actives 5.4% (n = 81,000)
SK-MEL-2: SK-MEL-2 melanoma; actives 4.7% (n = 77,000); AID 1794763
UACC-257: UACC-257 melanoma | actives 4.4% (n = 78,000)
SK-MEL-28: SK-MEL-28 melanoma; actives 4.1% (n = 81,000)
MDA-MB-435: MDA-MB-435 melanoma; actives 7.8% (n = 82,000)
SK-MEL-5: SK-MEL-5 melanoma | actives 6.4% (n = 80,000) | AID 1794755
Numbers without * were called inactive; / = not tested or not shown; & = joins results of further samples. How the source made its calls: active means growth percent below 10; inactive means the rest. An unsorted share of the library, and some 11% of all compounds hit somewhere here.

nr | Molecule | M14 | MALME-3M | UACC-62 | SK-MEL-2 | UACC-257 | SK-MEL-28 | MDA-MB-435 | SK-MEL-5
1 | CC(C)=CC/C=C(/C)[C@H]1CC[C@]2(C)[C@@H]1CC[C@@H]1[C@@]3(C)C/C(=C/c4ccco4)C(=O)C(C)(C)[C@@H]3CC[C@]12C | 97 | 103 | 101 | 98 | 105 | 118 | 104 | 99
2 | O=C(O)C1=CCC=CC1C(=O)O (centres undefined) | 100 | 113 | 115 | 134 | 95 | 108 | 100 | 98
3 | C=C(Cl)CNC | 120 | 100 | 94 | 111 | 99 | 116 | 105 | 109
4 | COc1ccc(-c2nnc(N3CCN(C(=O)CN4CCN(c5ccccc5)CC4)CC3)nc2-c2ccc(OC)cc2)cc1 | 49 | 34 | 52 | 38 | 31 | 56 | 23 | 8.2*
5 | Cc1ccc(NC(=O)c2sc3nc(-c4cnccn4)cc(-c4cccs4)c3c2N)cc1 | 107 | 110 | 94 | 125 | 119 | 110 | 104 | 96
6 | COCCOC(=O)c1ccccc1C(=O)OCCOC | 93 | 91 | / | 104 | 97 | 94 | 101 | 101
7 | N#Cc1ccc([N+](=O)[O-])cc1OCCCN1CCOCC1 | 104 | 98 | 89 | 110 | 128 | 108 | 98 | 87
8 | CNC(=O)NN | 98 | 94 | 104 | 119 | 100 | 112 | 102 | 103
9 | C=C(C)[C@@H]1CC[C@]2(C(=O)N3CCN(CC)CC3)CC[C@]3(C)[C@H](CC[C@@H]4[C@@]5(C)CCC(=O)C(C)(C)[C@@H]5CC[C@]43C)[C@@H]12 | 103 | 90 | 104 | 103 | 108 | 104 | 97 | 96
10 | CCNc1cc2c(cc1Br)-c1ccccc1C2=O | 107 | 93 | 87 | 98 | 93 | 114 | 114 | 95
11 | Nc1ncnc2c1N=C1c3ccccc3CCC1C(c1ccc(F)cc1)N2 (centres undefined) | 103 | 123 | 84 | 120 | 106 | 115 | 112 | 101
12 | CC1(C)OC2C(=O)C=C(COCc3ccccc3)C2O1 (centres undefined) | 94 | 95 | 87 | 112 | 98 | 106 | 106 | 93
13 | O=C(Nc1nc(-c2ccccc2Cl)cs1)c1cc(-c2ccccc2)nc2ccccc12 | 98 | 97 | 70 | 82 | 101 | 101 | 100 | 85
14 | CC(C)[C@@H]1CC[C@]2(CO2)[C@@H]2C(=O)OCC(C(=O)O)=C[C@H]21 | -48* | -3.6* | -67* | -66* | / | -73* | -6.2* | -43*
15 | N#Cc1c(-c2ccc(F)cc2)nc(NN2C(=O)c3ccccc3C2=O)nc1N1CCOCC1 | 100 | 104 | 100 | 90 | 97 | 109 | 106 | 103
16 | CC(=O)[C@H]1CCC2C3CC=C4C[C@@H](O)CC[C@]4(C)C3CC[C@@]21C (some centres undefined) | 105 | 97 | 85 | 122 | 101 | 115 | 100 | 92
17 | O=C1COc2ccccc2N1 | 103 | 109 | / | 110 | / | 116 | 107 | 106
18 | Nc1ccccc1-c1nnc(CCC(=O)c2nc3ccccc3[nH]2)o1 | 96 | 105 | 71 | / | 96 | 111 | 72 | 93
19 | O=S(=O)(Nc1cccc2cc(OS(=O)(=O)c3ccccc3)ccc12)c1ccccc1 | 40 | 56 | 61 | 67 | 76 | 66 | -14* | 53
20 | C=CCN(C=O)CC=C | 103 | 103 | 101 | 117 | 103 | 110 | 111 | 94
21 | COc1cc(/C=C2\Oc3cc(C)c(Cl)cc3C2=O)ccc1O | 88 | 104 | 96 | 105 | 108 | 115 | 102 | 94
22 | N#CCCCCCCCCC(=O)O | 101 | 105 | 106 | 88 | 98 | 112 | 108 | 104
23 | COc1ccc(-c2nc3ccccn3c2-c2nc3ccc(OC)cc3[nH]2)cc1 | 99 | 98 | 79 | 101 | 96 | 99 | 95 | 79
24 | CCOc1nc2cccc(C(=O)O)c2n1Cc1ccc(-c2ccccc2-c2nn[nH]n2)cc1 | 105&100 | 91 | 109&98 | 129 | 106&110 | 110&105 | 100&104 | 107&103
25 | Cc1nc2cc(Nc3nc(Nc4ccc(F)cc4)nc(N4CCN(C)CC4)n3)ccc2n1Cc1ccccc1 | -73* | -83* | -65* | -21* | -84* | -67* | 0.2* | 81
26 | COc1ccc2cc(C3=Nc4ccccc4SC3)ccc2c1 | 93 | 100 | 92 | 101 | 85 | 110 | 109 | 99
27 | CC(C)CCC[C@@H](C)[C@H]1CCC2C3=CCC4C(=O)C=CC(=O)C4C3CC[C@@]21C (some centres undefined) | 18 | / | 29 | -16* | -3.4* | 42 | 5.1* | -48*
28 | CCCOCC(O)c1ccccc1 (centres undefined) | 108 | 120 | 90 | 108 | / | 104 | 111 | 109
29 | Nc1nc(N)c(N=Nc2ccccc2)c(-c2ccccc2)n1 | 85 | 77 | 41 | 85 | 91 | 76 | 73 | 47
30 | Nc1ccc(F)c(Cl)c1F | 97 | 107 | 103 | 108 | 118 | 109 | 109 | /
31 | Cc1cccc(C)c1NS(=O)(=O)c1ccc(N)cc1 | 101 | 101 | 97 | 95 | 85 | 105 | 110 | 104
32 | CCCCOc1nc2ccc(Cl)cc2cc1/C=C/C(=O)/C=C(O)/C=C/c1cc2cc(Cl)ccc2nc1OCCCC | 98 | 117 | 92 | 94 | 94 | 107 | 104 | 107
33 | CC(=O)Nc1ccc(C(=O)N/N=C/c2ccc(O)cc2)cc1 | 108 | 102 | 105 | / | 99 | 98 | 100 | 100
34 | CCC(OC(=O)CC(C)C)c1ccccc1 (centres undefined) | 102 | 110 | 102 | 100 | 81 | 106 | 104 | 100
35 | Cc1ccc(C#N)c(=O)[nH]1 | 98 | 126 | 107 | 119 | 87 | 126 | 110 | 115
36 | Cc1nc(N)nc(N)c1Oc1ccc(Cl)cc1 | 115 | 112 | 93 | 113 | 93 | 114 | 105 | 98
37 | CCOC(=O)c1cn([C@H]2CC(=O)[C@@H]3OC[C@H]2O3)nc1N | 108 | 111 | 101 | 105 | 103 | 114 | 104 | 100
38 | Cc1ccc(N2C(=O)NC(c3ccccc3)=CC2c2ccc(N(C)C)cc2)cc1 (centres undefined) | 92 | 78 | 102 | 109 | 104 | 98 | 64 | 99
39 | O=C(COc1cccc(-c2nc3sccn3c2-c2ccncn2)c1)c1ccccc1 | 95 | 109 | 77 | 109 | 105 | 103 | 105 | 83
40 | O=[N+]([O-])c1ccc(/C=C(/C2=NCCN2)n2cnc3ccccc32)cc1 | 108 | 97 | 92 | / | 97 | 106 | 102 | 91

A second format for three compounds above:
10. CCNc1cc2c(cc1Br)-c1ccccc1C2=O
4. COc1ccc(-c2nnc(N3CCN(C(=O)CN4CCN(c5ccccc5)CC4)CC3)nc2-c2ccc(OC)cc2)cc1
22. N#CCCCCCCCCC(=O)O

Screen / compound no. | 10 | 4 | 22
M14 | 107 | 49 | 101
MALME-3M | 93 | 34 | 105
UACC-62 | 87 | 52 | 106
SK-MEL-2 | 98 | 38 | 88
UACC-257 | 93 | 31 | 98
SK-MEL-28 | 114 | 56 | 112
MDA-MB-435 | 114 | 23 | 108
SK-MEL-5 | 95 | 8.2* | 104

Three entries from above, reformatted.
33: CC(=O)Nc1ccc(C(=O)N/N=C/c2ccc(O)cc2)cc1
34: CCC(OC(=O)CC(C)C)c1ccccc1 (centres undefined)
35: Cc1ccc(C#N)c(=O)[nH]1

screen / no. | 33 | 34 | 35
M14 | 108 | 102 | 98
MALME-3M | 102 | 110 | 126
UACC-62 | 105 | 102 | 107
SK-MEL-2 | / | 100 | 119
UACC-257 | 99 | 81 | 87
SK-MEL-28 | 98 | 106 | 126
MDA-MB-435 | 100 | 104 | 110
SK-MEL-5 | 100 | 100 | 115

The list goes on.
nr | Molecule | M14 | MALME-3M | UACC-62 | SK-MEL-2 | UACC-257 | SK-MEL-28 | MDA-MB-435 | SK-MEL-5
41 | S=C(NCc1ccccc1)c1ccccc1 | 97 | 92 | 99 | 109 | 104 | 104 | 103 | 99
42 | Cc1ccc2c(n1)C(=O)C(Cl)=C(Nc1ccc(N3CCN(C)CC3)cc1)C2=O | 74 | -75* | -49* | 68 | 57 | 30 | -99* | 10
43 | Nc1ccc2c(S(=O)(=O)O)cccc2c1S(=O)(=O)O | 101 | 130 | 92 | 105 | 103 | 109 | 101 | 105
44 | Clc1cc(Cl)c(Cl)nn1 | 93 | 109 | 89 | 100 | 70 | 116 | 105 | 103
45 | CCCn1c(=N)c(S(=O)(=O)c2ccccc2)cc2c(=O)n3ccccc3nc21 | 113 | 97 | 91 | 95 | 98 | 109 | 103 | 91
46 | O=C1CCc2c(sc3[nH]c(=S)n(-c4ccc(C(F)(F)F)cc4)c(=O)c23)C1 | 90 | 89 | 84 | 88 | 98 | 98 | 96 | 98
47 | Cc1nc2sccn2c(=O)c1CCN1CCC(=C(c2ccc(F)cc2)c2ccc(F)cc2)CC1 | 100 | 91 | 98 | 103 | 85 | 95 | 98 | /
48 | CC(=O)N1CC(=O)NC1=S | 95 | 95 | 96 | 105 | 90 | 108 | 98 | 103
49 | CCn1cc(-c2cc(-c3ccc(Cl)cc3)nc(N)n2)c(-c2ccc(Br)cc2)n1 | 74 | 94 | 61 | 63 | 74 | 61 | 93 | 91
50 | COc1cc2c3cc(C(=O)O)sc(=O)c3n(C)c2cc1OC | 97 | 104 | 80 | 100 | 98 | 100 | 95 | 89
51 | CCOC(=O)c1cc(-c2ccc(OC)cc2)[nH]c1NNC(=O)CCOC | / | 98 | 94 | 103 | 105 | 114 | 97 | 99
52 | C/C(=N/NC(N)=S)c1sc(Nc2cccc(C)c2)nc1C | 102 | 97 | 107 | 108 | 113 | 101 | 95 | 97
53 | NNC(=S)NC1CCCCC1 | 99 | 81 | 110 | 129 | 117 | 102 | 102 | 100
54 | COc1cccc(/C=C(/C)c2ccc3cccc(OC)c3[o+]2)c1O | / | 105 | 80 | 106 | 110 | 99 | 104 | 102
55 | CCOC(=O)/C(C#N)=C/c1ccc(Cl)cc1 | 97 | 88 | 105 | 112 | 137 | 107 | 96 | 100
56 | Cc1ccc(C2CC(c3cccs3)=NN2c2ccc(S(N)(=O)=O)cc2)s1 (centres undefined) | 82 | 79 | 44 | / | 36 | 65 | 81 | 66
57 | CN(C)S(=O)(=O)Oc1ccc(NC(=O)C2CCCCC2)cc1 | 110 | 102 | 97 | 103 | 94 | 108 | 108 | 94
58 | CN(N=O)C(=O)c1ccccc1C(=O)N(C)N=O | 96 | 106 | 104 | 110 | 105 | 113 | 107 | 100
59 | Cc1cc(C(=O)Nc2ccc(C(N)=O)cc2)c(C)o1 | 104 | 106 | 99 | 106 | 99 | 104 | 100 | 102
60 | C/C(=N\NC(N)=O)c1cccc(/C(C)=N/NC(N)=O)n1 | 80 | 64 | 79 | 119 | 106 | 95 | 68 | 72

The final 2 compounds of the section above are carried over, then new ones follow.
nr | Molecule | M14 | MALME-3M | UACC-62 | SK-MEL-2 | UACC-257 | SK-MEL-28 | MDA-MB-435 | SK-MEL-5
59 | Cc1cc(C(=O)Nc2ccc(C(N)=O)cc2)c(C)o1 | 104 | 106 | 99 | 106 | 99 | 104 | 100 | 102
60 | C/C(=N\NC(N)=O)c1cccc(/C(C)=N/NC(N)=O)n1 | 80 | 64 | 79 | 119 | 106 | 95 | 68 | 72
61 | Cc1sc2c(=O)[nH]c(N3CCOCC3)nc2c1C | 95 | 86 | 102 | 105 | / | 108 | 98 | 99
62 | Cc1ccc(-c2nc3c(N=Nc4ccc(S(N)(=O)=O)cc4)c(N)nn3c(N)c2C#N)cc1 | 46 | 49 | 53 | 27 | 72 | 53 | 52 | -52*
63 | Cc1ccc2nc(C)c(-c3nnc(SCc4ccc(Br)cc4)o3)n2c1 | 77 | 100 | 56 | 93 | 95 | 91 | 88 | 78
64 | NC1=NCc2nc3ccccc3c(=O)n2C1 | 102 | 104 | 92 | 93 | 95 | 117 | 100 | 107
65 | C[C@]12CC[C@@H]3c4ccc(O)c(N)c4CC[C@H]3[C@@H]1CC[C@@H]2O | 100 | 129 | 97 | 102 | 83 | 118 | 108 | 100
66 | COc1ccc(C#CC(=O)O)c(OC)c1 | 102 | 105 | 100 | 112 | 101 | 112 | 111 | /
67 | COc1ccc(/C(O)=C2\C(=O)C(=O)N(CCCn3ccnc3)C2c2cccc(Oc3ccccc3)c2)cc1 (centres undefined) | 89 | 100 | 116 | 108 | 98 | 112 | 110 | 101
68 | CCOC(=O)/C=C/c1cccc2c1C(=O)NC(C)(c1cc3cc(Cl)ccc3oc1=O)N2 (centres undefined) | 22 | 33 | 13 | 7.1* | 44 | 54 | 42 | 10
69 | O=C1Nc2c(c(=O)n(-c3ccccc3)c3ccccc23)C(c2ccc(Cl)cc2)N1 (centres undefined) | 95 | 121 | 63 | / | 118 | 91 | 100 | 80
70 | CCCCN(CCCC)CC(O)CN(CCCC)CCCC | 103 | 115 | 104 | 113 | 99 | 111 | 109 | /
71 | CCCCCCOC(=O)C(O)c1ccccc1 (centres undefined) | 118 | 117 | 108 | 127 | 98 | 114 | 105 | 107
72 | COc1c(-c2cc(-c3ccc(C)o3)[nH]c(=O)n2)c(O)cc2occc12 | 45 | 69 | 48 | 70 | 79 | / | -39* | 77
73 | NNC(=O)OCc1ccccc1 | 99 | 103 | 90 | 118 | 99 | 98 | 111 | 101
74 | COC(=O)CC(=O)C=P(c1ccccc1)(c1ccccc1)c1ccccc1 | 102 | 99 | 89 | 93 | 109 | 104 | 92 | 97
75 | CC(=O)C1CCCC1=O (centres undefined) | 103 | 112 | 101 | 93 | 101 | 117 | 103 | 103
76 | O=C(CN1CCCCCC1)Nc1nc2ccc(NCc3ccc([N+](=O)[O-])cc3)cc2s1 | 98 | 96 | 80 | 106 | 98 | 111 | 106 | 96
77 | COc1ccc(S(=O)(=O)N=N/C=C2\C=CC=CN2O)cc1OC | 92 | 105 | / | 105 | 97 | 105 | 105 | 92
78 | Cc1ccc(N)cc1CN1C(=O)c2ccccc2C1=O | 97 | 101 | 103 | / | 100 | 110 | 106 | 103
79 | O=C(CCl)N(O)c1ccc(/C=C/c2ccccc2)cc1 | 72&75 | 84&95 | 72&75 | 78&88 | 103&103 | 112&107 | 90&97 | 65&69
80 | N#Cc1c(-c2ccc(Br)cc2)nc2n[nH]c(-c3ccc(Br)cc3)c2c1-c1ccc(F)cc1 | 98 | 86 | 87 | 109 | 103 | 102 | 102 | 95

Assay outcomes as filed in PubChem BioAssay.
